FID counter: displaces DNA intercalator in HCV helicase counter-screen. DNA fluorescent intercalator displacement, fluorescence. inhibition, % at 7.9 µM. actives 0.17% (n = 290,000); in the data active means inhibition above about 37%;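 further: 0% = vehicle and 100% = reference compound; higher means more ethidium bromide displaced from hairpin DNA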
PfM18AAP inh: blocks P. falciparum M18 aspartyl aminopeptidase. recombinant PfM18AAP, H-Glu-NHMec fluorogenic cleavage. AID 1822. inhibition, % at 7.35 µM. actives 1.2% (n = 290,000);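 active means inhibition above the campaign mean inhibition over all tested compounds plus 3 SD, cut at about 28% in these data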;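 further: 0% = plate median of test compound wells and 100% = 2 mM ZnCl2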
SUMO HTRF inh: SUMOylation inhibition. actives 0.36% (n = 290,000). inhibition, % at 35 µM. P63279. HTRF SUMOylation assay, SAE1/SAE2 + UBC9, in vitro; in the data active means inhibition above about 50%, passing the limit was not always enough; further: strong numbers were not always called active
Target sequence (P63279 whole entry, looked up): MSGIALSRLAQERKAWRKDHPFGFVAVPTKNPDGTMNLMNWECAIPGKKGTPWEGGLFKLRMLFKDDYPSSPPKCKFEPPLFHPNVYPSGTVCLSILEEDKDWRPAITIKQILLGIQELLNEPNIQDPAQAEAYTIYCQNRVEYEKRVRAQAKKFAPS
pCIP destab: lowers stability of the mouse p/CIP coactivator protein; actives 0.01% (n = 290,000); decrease of EGFP signal, % at 10 µM; F442A p/CIP-EGFP cells, EGFP fluorescence, 16 h;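 active means EGFP signal decrease of at least 30% at 10 µM or well 3 SD below plate mean, unless failing retest; inactive means the rest, including hits failing retest or dose response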; further: some compounds called inactive have numbers as strong as hits; many of its hits are not listed in these tables
VIM-2 inh: inhibitors of Pseudomonas aeruginosa VIM-2 metallo-beta-lactamase; purified VIM-2, nitrocefin hydrolysis, epi-absorbance fluorescence; inhibition, % at 5.6 µM; actives 0.89% (n = 290,000);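 active means inhibition above the mean of all tested compounds plus 3 SD, cutoff set per screening run, cut at about 7.5% in these data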;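 further: red hydrolysis product quenches plate fluorescence so inhibitors raise well fluorescence; 0% = enzyme with DMSO and 100% = DMSO without enzyme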
NS3 helicase inh: blocks Hepatitis C virus NS3 helicase unwinding; actives 0.56% (n = 290,000); AID 1800; inhibition, % at 10.9 µM; NS3 helicase DNA unwinding, Cy5 molecular beacon fluorescence;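 active means inhibition above the mean of all tested compounds plus 3 SD, set per campaign, cut at about 35% in these data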;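 further: 0% = DMSO wells and 100% = thioflavine S control wells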
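Test system: hepatitis C virus NS3 helicase domain fragment enzyme. Also added: annealed dual-labelled DNA beacon duplex, ATP-started. Timing: 60 min unwinding reaction at 25 °C after ATP addition. Technique: Cy5 fluorescence. Measure: % inhibition of unwinding.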
IDE cell activ: activators of human insulin-degrading enzyme in cells | actives 0.073% (n = 340,000) | AID 493087 | activation, % at 5.96 µM | P14735 | HEK cells, FAbeta-B cleavage, fluorescence polarization; 0% vehicle, 100% cell-free pure enzyme wells;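 active means activation above the mean of all tested compounds plus 3 SD, set per screening campaign, cut at about 17% in these data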
IMP-1 inh: inhibitors of Pseudomonas aeruginosa IMP-1 metallo-beta-lactamase; purified IMP-1, nitrocefin hydrolysis, epi-absorbance fluorescence; inhibition, % at 5.6 µM; actives 0.45% (n = 290,000); AID 1556;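 active means inhibition above the mean plus 3 SD of all compounds in the same screening run, cut at about 4.5% in these data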;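 further: 0% = IMP-1 with DMSO and 100% = DMSO wells lacking enzyme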
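System: purified recombinant IMP-1 beta-lactamase. Medium: Zinc- and detergent-supplemented HEPES buffer, pH 7.1. Compound: one 5.6 µM dose […]. Schedule: 15 min preincubation plus 25 min reaction at 25 °C. Technique: Epi-absorbance fluorescence, 480 nm excitation, 530 nm emission.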
IDE inh: cellular human IDE inhibition. P14735. HEK cells, FAbetaB cleavage, fluorescence polarization. inhibition, % at 5.59 µM. actives 0.41% (n = 320,000). AID 434962;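 active means percent inhibition above the average of all tested compounds plus 3 SD, set per screening campaign, cut at about 16% in these data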;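 further: IDE supplied by intact live HEK cells; FP after avidin binding of uncleaved biotin substrate so inhibition keeps polarization high; 0% = DMSO wells and 100% = 60 µM reference IDE inhibitor Ii1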
The depositor's hits bear a star; · = not tested or not shown.

molecule | FID counter | PfM18AAP inh | SUMO HTRF inh | pCIP destab | VIM-2 inh | NS3 helicase inh | IDE cell activ | IMP-1 inh | IDE inh
O=C(NCC(c1ccco1)N1CCN(c2ccccc2F)CC1)OCc1ccccc1 (stereo unspecified) | -14 | -5 | -30 | -12 | -0.2 | -11 | 2 | -3.4 | 7
O=C(Nc1n[nH]c(C2CCCCC2)n1)C1CCCCC1 | 0 | 10 | 13 | -7 | 3.0 | -5 | 5 | -0.1 | 1
CC(=O)N[C@@H](C)C(=O)N1CCN(S(=O)(=O)c2ccc(Cl)cc2)CC1 | -3 | 2 | 4 | 6 | -1.7 | 9 | 1 | -1.6 | 0
Nc1nnnn1CC(=O)N/N=C/c1cc([N+](=O)[O-])ccc1Cl | -1 | -3 | 8 | 0 | -0.3 | -1 | 5 | -0.4 | 4
CCc1sc(NC(=O)CN2CCOCC2)nc1-c1ccccc1 | -28 | -7 | 5 | -5 | -3.5 | -5 | -4 | -1.1 | 3
COC(=O)c1sccc1NC(=O)c1ccc(OC)c([N+](=O)[O-])c1 | 2 | 6 | -2 | 5 | -3.5 | -4 | 6 | -2.6 | 0
CC(C)(C)C1CCC(N2CCN(c3ccccc3)CC2)CC1 (stereo unspecified) | 13 | -3 | -6 | 1 | 1.5 | -10 | 3 | -1.8 | -1
COC(=O)c1ccc(NC(=O)CCN2C(=O)C3C4CCC(C4)C3C2=O)cc1 (stereo unspecified) | -9 | -5 | 15 | -15 | 0.0 | 8 | 4 | -2.4 | -2
OC(C#CCN1CCCC1)(c1ccccc1)c1cccnc1 (stereo unspecified) | 5 | 3 | -22 | 4 | 2.0 | -5 | · | 1.1 | 14
COc1cc2ncc(C(=O)c3ccccc3)c(N3CCN(Cc4ccccc4)CC3)c2cc1OC | -14 | -12 | 1 | -11 | 0.2 | -22 | 2 | -1.5 | 2
CC1(C)C2CCC1(CS(=O)(=O)N1CCCc3ccccc31)C(=O)C2 (stereo unspecified) | -16 | -10 | 3 | -2 | -1.4 | -4 | 2 | -1.6 | 3
O=C(CC1C(=O)NCCN1CC1CCCCC1)NCc1ccc(F)cc1 (stereo unspecified) | -18 | -5 | 12 | -20 | -2.1 | -7 | -1 | -0.7 | -3
O=C(C1CCN(Cc2ccc(F)cc2)CC1)N(CCc1ccccc1)Cc1ccccc1 | 8 | -2 | 11 | 0 | -3.1 | -24 | 2 | -2.5 | 1
CC(/C=C/C=C/c1ccccc1)=N/NC(=O)C(O)c1ccccc1 (stereo unspecified) | -11 | 0 | -2 | -10 | -3.7 | -2 | -2 | -2.4 | 0
O=C(CN(C(=O)c1csnn1)c1cccc(Cl)c1)NC1CCCCC1 | -10 | 0 | 17 | -12 | -2.4 | 6 | 0 | -2.7 | -7
CS(=O)(=O)N(CC(=O)N1CCCC1)c1cc(C(F)(F)F)ccc1Cl | 0 | 2 | 11 | -7 | -3.9 | 4 | 0 | -2.8 | -7
COC(=O)c1nn(-c2ccccc2)c(Sc2ccc(C)cc2)c1/C=N/O | -28 | -5 | 0 | -21 | -1.0 | -8 | 1 | -1.1 | ·
CCN1CCN(c2ccc(NC(=O)c3ccc(Cl)c(N4CCCC4=O)c3)cc2)CC1 | 2 | -9 | 19 | -17 | 26* | -8 | -4 | -4.1 | 4
COc1ccc(/C=C(/NC(=O)c2ccc(OC)cc2)C(=O)NCCc2c[nH]c3ccccc23)cc1 | -23 | -16 | 8 | -15 | -1.3 | 17 | 0 | -2.3 | -3
Cc1ccc(-c2nc(NC(=O)c3cc(C(C)(C)C)nn3C)sc2C)cc1Cl | -1 | 3 | -4 | -7 | -1.1 | -3 | 3 | 1.0 | 3
O=C(N/N=C/c1cccc2ccccc12)c1cccnc1 | -16 | 7 | 2 | -19 | -4.2 | -14 | 3 | -4.0 | 3
CN(C)c1ncc(C(=O)O)cn1 | 1 | -5 | 13 | -11 | -3.5 | -1 | 5 | -3.3 | 0
CCC(C)C(=O)Nc1cccc(SC)c1 (stereo unspecified) | -3 | -5 | -2 | 4 | 1.1 | -5 | · | -0.8 | 5
Cc1cc(N2CCOCC2)nc(SCc2c(Cl)cccc2Cl)n1 | -16 | 2 | -5 | -12 | -3.3 | -11 | 1 | -1.8 | 4
Cc1ccc(S(=O)(=O)N2CCC(=O)N(C(COC(=O)Nc3ccccc3)Cc3ccccc3)CC2)cc1 (stereo unspecified) | -33 | 3 | -19 | -2 | -3.6 | -18 | -2 | -0.9 | 3
Nn1c(SCC(=O)NCc2ccc3c(c2)OCO3)nnc1C1CC1 | 3 | 4 | 18 | -16 | -3.2 | 6 | 1 | -3.9 | -1
Cn1c(SCC(=O)N2CCOCC2)nc2c(c1=O)SCC2 | -2 | -2 | 16 | -22 | -0.7 | 9 | 1 | -1.1 | 3
Nc1c(S(=O)(=O)c2ccccc2)nnn1-c1ccccc1 | -7 | 4 | -13 | -7 | -5.0 | -6 | 3 | -3.7 | -4
CC(O)(CS(=O)(=O)Cc1ccc(Cl)cc1)C(=O)Nc1cccc(C(F)(F)F)c1 (stereo unspecified) | -5 | 6 | -21 | 0 | -2.9 | -5 | 2 | -4.2 | 5
CCN(Cc1ccccc1)C(=O)CSc1ncn[nH]1 | -1 | 6 | 9 | -10 | 1.0 | 11 | 1 | -2.9 | 0
Clc1ccc(CSc2nncn2-c2ccc3c(c2)OCCO3)cc1 | -14 | -5 | 1 | -1 | -2.3 | -3 | -2 | -2.3 | 4
CCOC(=O)c1c(C)[nH]c(C)c1C=O | 2 | -14 | 7 | 4 | -2.3 | 0 | -2 | -0.6 | -4
c1ccc2c(OCCCCN3CCCC3)cccc2c1 | 20 | 3 | 8 | -3 | -0.5 | -26 | 1 | -2.0 | -1
CCOC(=O)c1cccc(NC(=O)CCc2ccccc2)c1 | -13 | -12 | -5 | -12 | -0.9 | -9 | 2 | -1.6 | 9
COc1cccc(-c2n[nH]c(=S)n2Cc2ccco2)c1 | -19 | 17 | 15 | -2 | 9.1* | 13 | 3 | -4.9 | 0
CC1=CC(=C(C#N)C#N)C=C(C)N1Cc1ccccc1 | -2 | -4 | 1 | -2 | -1.1 | 1 | 3 | -3.8 | -1
CCn1c(=O)c(C(=O)Nc2ccccc2)c(O)c2ccccc21 | -7 | 0 | 4 | 10 | -3.3 | 5 | 3 | -1.3 | -1
O=C(NCCNC(=O)c1ccc([N+](=O)[O-])cc1)c1ccncc1 | 2 | 3 | -3 | 8 | -3.7 | -2 | 5 | -2.3 | -2
O=C(NC1CC2CCCC(C1)N2C(=S)NCCc1ccccc1)C1CC1 (stereo unspecified) | -5 | 2 | -15 | -19 | -2.7 | -1 | 1 | -2.6 | 2
CC(C)(C)c1cc(NC(=O)Nc2ccc(Br)cc2Cl)no1 | -2 | -10 | 8 | -3 | -1.4 | 13 | 6 | -3.4 | -2

An excerpt of these results, with each value named.
CC1=CC(=C(C#N)C#N)C=C(C)N1Cc1ccccc1
  FID counter = -2	PfM18AAP inh = -4	SUMO HTRF inh = 1	pCIP destab = -2	VIM-2 inh = -1.1	NS3 helicase inh = 1	IDE cell activ = 3	IMP-1 inh = -3.8	IDE inh = -1
CCn1c(=O)c(C(=O)Nc2ccccc2)c(O)c2ccccc21
  FID counter = -7	PfM18AAP inh = 0	SUMO HTRF inh = 4	pCIP destab = 10	VIM-2 inh = -3.3	NS3 helicase inh = 5	IDE cell activ = 3	IMP-1 inh = -1.3	IDE inh = -1
O=C(NCCNC(=O)c1ccc([N+](=O)[O-])cc1)c1ccncc1
  FID counter = 2	PfM18AAP inh = 3	SUMO HTRF inh = -3	pCIP destab = 8	VIM-2 inh = -3.7	NS3 helicase inh = -2	IDE cell activ = 5	IMP-1 inh = -2.3	IDE inh = -2
O=C(NC1CC2CCCC(C1)N2C(=S)NCCc1ccccc1)C1CC1 (stereo unspecified)
  FID counter = -5	PfM18AAP inh = 2	SUMO HTRF inh = -15	pCIP destab = -19	VIM-2 inh = -2.7	NS3 helicase inh = -1	IDE cell activ = 1	IMP-1 inh = -2.6	IDE inh = 2

Carrying on:
molecule | FID counter | PfM18AAP inh | SUMO HTRF inh | pCIP destab | VIM-2 inh | NS3 helicase inh | IDE cell activ | IMP-1 inh | IDE inh
Cc1ccc(C(=O)Nc2ncccc2S(=O)(=O)c2ccccc2)cc1 | -27 | 2 | -10 | 2 | -2.6 | -19 | 0 | -2.5 | ·
Cc1nn(-c2ccccc2)c(Cl)c1C(=O)N(C)c1nc(-c2ccc(F)cc2)cs1 | 0 | -6 | -3 | -7 | -0.4 | -1 | · | 0.0 | 5
Cc1ccc(CC2CC(=O)N(CC(=O)O)C2=O)cc1 (stereo unspecified) | 3 | 2 | 9 | -4 | -1.5 | 2 | 4 | -3.3 | 7
CCCC(=O)c1ccc(N2CCOCC2)c(F)c1 | -6 | -3 | 15 | -2 | -0.8 | 2 | 2 | -2.9 | -1
COc1ccc(OC)c(N/C=C/C(=O)c2ccc(OC)c(OC)c2)c1 | -27 | 1 | 14 | -1 | 4.1 | -3 | 4 | 0.2 | 4
CCn1c(SCC(=O)Nc2ccc(N3CCOCC3)c(Cl)c2)nnc1-c1ccc(N)cc1 | -32 | 0 | 1 | 2 | 0.6 | 7 | 1 | 0.0 | -2
NC(=O)C1CCN(C(=O)c2cc(S(=O)(=O)N3CCOCC3)c(Cl)cc2Cl)CC1 | -4 | 5 | 18 | -4 | -3.4 | -5 | 3 | -2.3 | 1
O=C(O)CC/C(=N\NC(=O)c1ccc(F)cc1)c1ccc(Br)cc1 | -5 | 5 | 9 | 22 | -4.1 | 1 | 2 | -3.5 | -2
Cn1c(=O)[nH]c(=O)c2c1ncn2CCN1CCCCC1 | -5 | -5 | -3 | -4 | -3.1 | 8 | 1 | -3.1 | 2
CCOc1ccc(N2C(=O)CC(NC3CCN(C(=O)c4cccc(Cl)c4)CC3)C2=O)cc1 (stereo unspecified) | -30 | -19 | 12 | -8 | -1.7 | -7 | 1 | -1.1 | -2
CC(OC(=O)c1cc2c(s1)CCCCC2)C(=O)NC(N)=O (stereo unspecified) | -10 | -9 | 0 | -11 | -1.7 | -33 | 7 | -4.7 | -7
CCc1cc2c(=O)c(-c3nc4ccccc4n3C)coc2c(CN2CCCC(C)C2)c1O (stereo unspecified) | -20 | 6 | 25 | -3 | -2.5 | 6 | 0 | -2.9 | 11
CCOC(=O)c1cccc(NC(=O)CCc2nc(-c3ccccc3F)no2)c1 | -6 | -9 | -5 | -1 | -0.8 | 1 | -5 | -3.8 | 1
CCCc1nc(C)c(-c2ccc(OC)c(OC)c2)c(=O)[nH]1 | -4 | -4 | 21 | -2 | -1.5 | 1 | 0 | -1.4 | -1
COc1ccc(C(=O)NCC(=O)N2CCN(c3ccccc3)CC2)cc1 | -18 | 6 | 16 | -3 | -2.9 | 5 | -2 | -3.6 | 4
COc1cc(CNC(C)C)ccc1OCC(=O)Nc1cccc2ccccc12 | 22 | 2 | 6 | 0 | -1.1 | -2 | -3 | -4.0 | 1
Cc1ccc(NC(=O)CSc2nc(C)c(Cc3ccccc3)c(=O)[nH]2)cc1 | -22 | -10 | 8 | -5 | -3.1 | 18 | 7 | -0.7 | 1
COc1ccccc1C(=O)N1CCN(Cc2c[nH]c3ccccc23)CC1 | -1 | -3 | -2 | 15 | -0.9 | -2 | 1 | -1.1 | 4

Compound activity: PubChem, several laboratories
